# aGal spleen mod: inhibits or activates alpha-galactosidase in human spleen homogenate; P06280; human spleen homogenate, 4MU-alpha-Gal fluorescence, 40 min; Potency, µM (top dose mostly 80 µM), for inactives: top-dose activity change, negative = inhibition, usual class: inhibitors; 240,000 tested, 0.008% active;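 further: 0% = enzyme with vehicle and -100% = no enzyme basal signal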
# Target sequence (P06280 32-429 limits assumed): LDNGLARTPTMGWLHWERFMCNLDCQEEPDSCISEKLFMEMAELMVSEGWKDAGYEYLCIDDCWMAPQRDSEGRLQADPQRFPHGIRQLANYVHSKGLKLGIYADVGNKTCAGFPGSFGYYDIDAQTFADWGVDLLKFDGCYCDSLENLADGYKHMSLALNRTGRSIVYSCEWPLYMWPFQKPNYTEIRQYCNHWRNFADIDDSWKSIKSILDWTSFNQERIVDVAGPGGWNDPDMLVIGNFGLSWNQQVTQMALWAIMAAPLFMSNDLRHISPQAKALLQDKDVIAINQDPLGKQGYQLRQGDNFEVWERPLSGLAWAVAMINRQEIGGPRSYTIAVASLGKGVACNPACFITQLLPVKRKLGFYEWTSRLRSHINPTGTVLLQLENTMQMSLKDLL
#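 Fluorogenic readout (Ex 365/Em 440 nm) of 4-methylumbelliferone released from 1 mM 4-MU-alpha-galactoside by spleen homogenate, 40 min at 37C, pH 5.0. Data normalized to no-enzyme and enzyme controls; Hill-equation AC50 from compound titrations.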
# GAA inh: inhibitors of human lysosomal alpha-glucosidase; P10253; purified human GAA, 4-MU-alpha-glucoside fluorescence; Potency, µM (doses to about 76.9 µM), without a hit: at the highest dose activity change, negative = inhibition, actives largely listed as inhibitors; 200,000 tested, 0.005% active; AID 1466;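 further: plate controls were uninhibited enzyme wells for no effect and no-enzyme background for full effect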
#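 Compounds are titrated up to 77 uM against 4 nM human enzyme. Substrate 4-methylumbelliferyl-alpha-D-pyranoside (400 uM) reacts 20 min at room temperature in pH 5.0 buffer; liberated 4-methylumbelliferone is read at 440 nm.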
# Tau fluor cs: counter-screen for tau fibril formation inhibitors. 280,000 tested, 0.93% active. Potency, µM (top dose mostly 57.7 µM), for inactives: at the top dose activity change, negative = decrease. tau K18 P301L Alexa594 fluorescence, heparin fibrillization; further: on the % scale 0 is the no-effect control and ±100 the full control effect; nearly all actives have a fitted effect of over 55% in size
#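 Human tau K18 P301L (15 uM unlabeled, 0.24 uM Alexa 594-labeled) in 100 mM sodium acetate pH 7 with 20 uM heparin, 6 hr at 37 C. ThT 30 uM added, 1 hr ambient; Alexa 594 FP and total fluorescence read at 555/632 nm.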
# Tau fibril ThT: blocks human tau fibril formation measured by thioflavin T; P10636; recombinant tau K18 P301L, heparin-induced fibrillization, ThT fluorescence; Potency, µM (series often up to 57.4 µM), without a hit: top-dose activity, negative = inhibition, usual class: inhibitors; 270,000 tested, 2.1% active; further: on the % scale 0 is the no-effect control and ±100 the full control effect; nearly all actives have a fitted effect of over 55% in size
# Target sequence (P10636 561-689 P618L limits assumed): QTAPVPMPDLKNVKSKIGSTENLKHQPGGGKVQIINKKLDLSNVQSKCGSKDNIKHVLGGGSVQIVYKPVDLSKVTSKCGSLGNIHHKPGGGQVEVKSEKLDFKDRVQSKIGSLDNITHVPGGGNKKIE
#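 Using a mix of unlabeled (15 uM) and Alexa 594-labeled (0.24 uM) tau K18 P301L, heparin-triggered fibrillization over 6 hr at 37 C was scored by ThT fluorescence.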
# HTT ATP protect: Huntington cell model cytoprotection by ATP luminescence; PC12 HTT-Q103 induced, cytoprotection, ATP luminescence, 40 h; Potency, µM (highest dose often 56.4 µM), for the others: cytoprotection (ATP increase), hits mostly activators; 230,000 tested, 0.14% active; AID 1471;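 further: % of control where 0% means no effect; nearly all actives have a fitted effect of over 45% in size; toxic huntingtin expression switched on by the ecdysone agonist tebufenozide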
#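 PC12 cells stably carrying ecdysone-inducible Htt exon 1 (Q103)–GFP were induced with 100 nM tebufenozide (final) alongside library compounds in a dose series. Cytoprotection was scored as retained ATP by ATPlite luminescence.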
# GAA glycogen mod: alters human alpha-glucosidase cleavage of glycogen; AID 2100; recombinant GAA, glycogen substrate, Amplex Red glucose oxidase fluorescence; Potency, µM (top dose mostly 76.4 µM), for the others: at the top dose activity change, negative = inhibition, hits mostly inhibitors; P10253; 300,000 tested, 0.38% active;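 further: 0% = full enzyme reaction and -100% = no-enzyme basal signal; the screen sought inhibitors and activators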
#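 Recombinant enzyme (4 nM final) with compounds titrated up to 77 uM and bovine liver glycogen (30 ug) in citrate pH 5.0, 0.01% Tween-20, 37 C 40 min. Released glucose detected by Amplex Red/glucose oxidase (Ex 573/Em 610); AC50 from Hill fits.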
# Tau fibril FP: tau fibrillization inhibition (FP); AID 1468; 280,000 tested, 0.39% active; Potency, µM (highest dose often 57.7 µM), for the others: at the highest dose activity, negative = inhibition, usual class: inhibitors; K18 P301L tau heparin fibrillization, Alexa594 FP, 6 h; P10636; further: on the % scale 0 is the no-effect control and ±100 the full control effect; nearly all actives have a fitted effect of over 55% in size
#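 Human K18 P301L fragment (15 uM unlabeled plus 0.24 uM Alexa 594-labeled) in 100 mM sodium acetate pH 7 with compound, aggregation induced by 20 uM heparin for 6 hr at 37 C. ThT (30 uM) added for 1 hr, then Alexa 594 FP read.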
# aGlu spleen mod: lysosomal alpha-glucosidase (human) modulation; 240,000 tested, 0.006% active; human spleen homogenate, 4-MU-alpha-glucoside fluorescence; Potency, µM (top dose mostly 79.9 µM), for inactives: at the highest dose activity change, negative = inhibition, usual class: inhibitors;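 further: 0% = enzyme with vehicle and -100% = no enzyme basal signal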
#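 Compounds were titrated against alpha-glucosidase in spleen homogenate at pH 5.0, with 1 mM 4-methylumbelliferyl substrate for 40 min at 37 C. Reactions were quenched with pH 10 NaOH/glycine and fluorescence measured.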
# * = called active by the depositor; ? = inconclusive; · = not tested or not shown; & = joins results of further samples; [ ] = another dose, or the depositor's remark. The call rests on the fitted dose curve; in most records, active means well fitted curve in the direction sought with a large enough effect; inconclusive means small, poorly fitted or top-dose-only effect, or another doubt; inactive means no such curve, though single readings can be large; an effect the other way counts as inactive or inconclusive. Potency means the concentration at half of the fitted maximal effect.
structure	aGal spleen mod	GAA inh	Tau fluor cs	Tau fibril ThT	HTT ATP protect	GAA glycogen mod	Tau fibril FP	aGlu spleen mod
CCN(CC)S(=O)(=O)c1ccc2oc(C(=O)N3CCCCCC3)c(C)c2c1	16.4%	-10.5%	-3.4%	-13.6%	-14.2%	-6.6%	3.4%	-12.9%
COc1ccc(-c2n[nH]c(=S)n2-c2ccc(C)cc2)cc1	-4.8%	·	20.3%	7.7%	4.9%[10 µM]	-19.1%	8.5%	-0.6%
COc1ccc(-c2c(C#N)c(SCC(=O)c3cc4ccccc4oc3=O)nc(C)c2C(=O)Nc2ccccc2)cc1	-4.4%	-0.1%	-21.7%	-5.9%	-15.0%[10 µM]	5.7%	-1.3%	-16.8%
COc1ccc(S(=O)(=O)N(C)CC(=O)N2CCC(C(N)=O)CC2)cc1	6.5%	0.8%	-0.9%	7.2%	8.6%[0.074 µM]	6.8%	-3.6%	-5.4%
COc1ccc(-n2cnc3cc(NCc4ccccn4)ccc32)cc1	-2.9%	?	-21.1%	?	-30.9%	?	6.4%	-6.6%
OCCNCc1cc(Br)ccc1OCc1ccc(Cl)cc1Cl	2.9%	?	-14.2%	-16.3%	14.1%[10 µM]	0.7%	-12.2%	1.0%
COc1ccc(CN2CCN(CCc3ccccc3)C(CCO)C2)cc1Cn1cncn1 (stereo not drawn)	-18.9%	-9.7%	-13.6%	-14.0%	-9.2%[10 µM]	13.2%	1.8%	-15.3%
CCn1nccc1C(=O)Nc1ccc(Cl)cn1	1.3%	-11.2%	-1.3%	2.8%	-7.9%[10 µM]	4.5%	0.6%	-1.5%
CCOC(=O)C(C)Sc1nc2ccccc2c(=O)n1CC (stereo not drawn)	-6.2%	-2.8%	-2.7%	-8.5%	11.5%	5.7%	1.7%	-6.8%
COc1cccc(N/C=C(\C#N)c2ccc(OCCCF)cc2)c1	2.5%	-5.1%	-29.3%	-20.5%	-1.6%	-27.1%	?	-6.8%
O=C(NN1C(=O)C2C3C=CC(C3)C2C1=O)c1cccc(Cl)c1 (stereo not drawn)	3.3%	-6.2%	5.3%	1.9%	·	-3.1%	5.7%	2.4%
CNC(=O)c1nnn(-c2ccccc2)c1C(=O)NC	4.6%	-2.7%	-7.4%	8.1%	7.9%	-5.2%	-4.8%	1.8%
Cc1cc(C)c(OCC(=O)Nc2ccc3c(c2)OCO3)cc1C	1.5%	0.3%	8.7%	8.8%	-2.0%[10 µM]	-7.7%	8.3%	0.1%
Cc1cc(C)c(S(=O)(=O)NCc2cn3c(C)csc3n2)c(C)c1	6.6%	-3.8%	-8.8%	-2.2%	4.5%	3.6%	-6.6%	-3.7%
COc1ccc(C2C(C(=O)NCc3ccccc3)=C(C)Nc3ncnn32)cc1OC (stereo not drawn)	22.6%	-15.0%	-5.3%	-10.0%	16.7%	-3.8%	2.7%	-10.3%
Cc1ccc(C2=NNC(=O)C(c3ccc(Cl)cc3)C2)cc1 (stereo not drawn)	-0.8%	6.1%	-16.1%	-19.5%	10.8%	3.5%	5.4%	-1.4%
Cc1oc2c(CN3CCCC3)c(O)ccc2c(=O)c1-c1ccc(Cl)cc1	13.3%	-10.5%	-2.7%	-7.9%	-3.8%[0.074 µM]	0.7%	6.4%	7.3%
CC1CCN(c2c(NCc3ccc(C(=O)NCCc4ccc(Cl)cc4)cc3)c(=O)c2=O)CC1	-0.9%	-10.5%	?	-12.5%	·	7.8%	2.5%	-0.5%
COc1ccc2cc(CN(CC3COCCO3)S(=O)(=O)c3ccc(Cl)cc3)c(=O)[nH]c2c1 (stereo not drawn)	-10.8%	6.9%	3.5%	-3.4%	-32.8%	-18.4%	1.5%	-14.9%
COC(=O)C1=C(C)NC(C)=C(C(=O)OC)C1c1ccc(-c2cccc([N+](=O)[O-])c2)o1	2.5%	·	?	-17.6%	16.3%[10 µM]	-1.8%	-20.3%	2.3%
CNC(=O)CN(c1cc([N+](=O)[O-])ccc1OC)S(C)(=O)=O	4.6%	-6.0%	8.2%	1.4%	21.6%[10 µM]	-3.0%	1.4%	-3.0%
Cc1ccc(S(=O)(=O)N2CCN(CC(=O)N/N=C/c3ccc(C)o3)CC2)cc1	6.7%	?	-3.2%	-3.1%	14.6%[10 µM]	-24.2%	1.1%	-9.2%
Cc1ccccc1Cn1cc(NC(=O)c2cc(-c3cccs3)on2)cn1	-5.0%	2.1%	-7.2%	0.2%	-28.6%	3.6%	-5.9%	-3.2%
COc1cc(C2NC(=O)NC(C)=C2C(=O)OC(C)(C)C)ccc1OCC(N)=O (stereo not drawn)	0.8%	0.7%	12.2%	12.9%	1.8%[10 µM]	2.4%	4.0%	9.3%

# 4 of the compounds above, as labelled records:
COC(=O)C1=C(C)NC(C)=C(C(=O)OC)C1c1ccc(-c2cccc([N+](=O)[O-])c2)o1
  aGal spleen mod: 2.5%
  GAA inh: ·
  Tau fluor cs: ?
  Tau fibril ThT: -17.6%
  HTT ATP protect: 16.3%[10 µM]
  GAA glycogen mod: -1.8%
  Tau fibril FP: -20.3%
  aGlu spleen mod: 2.3%

Cc1cc(C)c(S(=O)(=O)NCc2cn3c(C)csc3n2)c(C)c1
  aGal spleen mod: 6.6%
  GAA inh: -3.8%
  Tau fluor cs: -8.8%
  Tau fibril ThT: -2.2%
  HTT ATP protect: 4.5%
  GAA glycogen mod: 3.6%
  Tau fibril FP: -6.6%
  aGlu spleen mod: -3.7%

COc1ccc(-n2cnc3cc(NCc4ccccn4)ccc32)cc1
  aGal spleen mod: -2.9%
  GAA inh: ?
  Tau fluor cs: -21.1%
  Tau fibril ThT: ?
  HTT ATP protect: -30.9%
  GAA glycogen mod: ?
  Tau fibril FP: 6.4%
  aGlu spleen mod: -6.6%

COc1ccc(C2C(C(=O)NCc3ccccc3)=C(C)Nc3ncnn32)cc1OC (stereo not drawn)
  aGal spleen mod: 22.6%
  GAA inh: -15.0%
  Tau fluor cs: -5.3%
  Tau fibril ThT: -10.0%
  HTT ATP protect: 16.7%
  GAA glycogen mod: -3.8%
  Tau fibril FP: 2.7%
  aGlu spleen mod: -10.3%

# Additional compounds:
structure	aGal spleen mod	GAA inh	Tau fluor cs	Tau fibril ThT	HTT ATP protect	GAA glycogen mod	Tau fibril FP	aGlu spleen mod
O=C(CSc1nnc(Cc2ccccc2)n1-c1ccccc1)NNC(=O)Cc1ccccc1	-1.1%	0.3%	-2.4%	-8.0%	20.2%[10 µM]	4.6%	7.0%	-7.3%
Cc1c(Cl)c(-c2n[nH]c(=S)n2CC(C)C)nn1C	-3.7%	2.2%	-12.1%	?	·	5.1%	5.6%	0.4%
Cn1c(/C(C#N)=C/c2ccc(O)cc2)nc2ccccc21	-5.0%	·	-18.0%	?	-11.5%[10 µM]	-4.2%	2.6%	-10.3%
CN(C(=O)c1cccc(C#N)c1)c1nnc(C2CCOC2)s1 (stereo not drawn)	-11.8%	-3.5%	-8.0%	-1.0%	-11.7%	1.7%	-3.3%	-4.4%
COc1ccc(OC2C(O)COC2/C=C/C#Cc2ccc(F)cc2F)cc1 (stereo not drawn)	2.6%&-3.6%[17.5 µM]	·	-19.3%&-17.9%[11.6 µM]	-15.5%&-7.3%[11.5 µM]	-13.7%&-0.6%[10 µM]	·	-0.3%&0.8%[11.6 µM]	-6.0%&5.0%[17.4 µM]
Cc1onc(-c2ccccc2)c1C(=O)N1CCN(S(=O)(=O)c2ccc3c(c2)OCCO3)CC1	3.3%	?	-12.6%	-8.7%	-10.2%[10 µM]	-9.2%	-1.9%	-11.3%
CCOC(=O)N1CCC(N(CCN(C)C)C(=S)Nc2cccc(OC)c2)CC1	-3.4%	-0.2%	-8.8%	-4.9%	-9.7%	-2.1%	-5.4%	-1.2%
O=c1cc(N2CCc3ccccc3C2)[nH]c(=O)n1-c1ccccc1Cl	7.6%	-8.8%	-7.6%	?	31.2%[10 µM]	5.1%	-9.9%	-13.3%
COc1ccc(C(CC(=O)NCCN2CCOCC2)NS(=O)(=O)c2ccc(C)cc2)cc1 (stereo not drawn)	0.5%	-7.7%	-10.1%	-9.5%	22.3%	-10.7%	-1.6%	-2.4%
Cc1ccc(-c2nnc3n2CCCCC3)cc1	-17.6%	-1.3%	4.2%	4.5%	8.0%	3.7%	0.8%	-6.8%
C[C@@H](C(=O)Nc1ccc2ccccc2c1)[C@@H]1C[C@@]1(C)[C@@H](NC(=O)Oc1ccc(F)cc1)c1ccccc1	0.9%	·	-5.6%	7.5%	-8.2%	·	-15.8%	4.0%
Cc1ccc(OCC(=O)Nc2ccc(OCc3cc(=O)n4ccsc4n3)cc2)cc1	·	·	-6.7%	-27.5%	·	11.3%[76.3 µM]	-1.7%	·
CCOC(=O)CSc1nnc(CNC(=O)c2cccs2)n1-c1cccc(C)c1	9.1%	-0.9%	-6.6%	-6.3%	-13.4%	2.5%	2.5%	5.8%
CN(C(=O)CCc1nnc(Cc2ccc(-c3ccccc3)cc2)o1)C1CCOCC1	6.7%	-3.0%	9.9%	1.7%	13.8%[10 µM]	-12.1%	8.0%	-1.2%
CC(=O)NS(=O)(=O)c1ccc(NC(=S)NC(=O)C(C)(C)C)cc1	0.9%	1.5%	-0.3%	7.1%	4.6%	6.1%	-4.1%	-2.3%
CC1=C(/C=C/C(C)=C/C=C/C(C)=C/C=C/C=C(C)/C=C/C=C(C)/C=C/C(=O)[C@]2(C)C[C@@H](O)CC2(C)C)C(C)(C)C[C@H](O)C1	4.5%	·	1.8%	-12.9%	-36.4%[inhibitor]	·	10.5%	2.6%
CCC(C)NS(=O)(=O)c1ccc(OCC(=O)Nc2ccc3c(c2)OCO3)cc1 (stereo not drawn)	-0.2%	?	-25.9%	-7.6%	-8.7%	11.1%	-8.2%	-6.7%

# Screening data deposited in PubChem by National Center for Advancing Translational Sciences (NCATS).
